Pol beta inh: qHTS Assay for Inhibitors of DNA Polymerase Beta. Potency, µM (top dose mostly 114 µM), without a hit: top-dose activity change, negative = inhibition, most hits filed as inhibitors. Pol beta primer extension/strand displacement, fluorescence kinetic. AID 485314, 2010. 1.3% of 340,000 active; also: potency is read from the fitted curve at half-maximal effect; % is scaled to controls: 0 for no effect and ±100 for the full control effect
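Kinetic readout of DNA synthesis with strand displacement by Pol beta. Compound and 10 nM enzyme sit 15 min at room temperature; 50 nM substrate starts the reaction, read immediately and at 10 min.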
ALOX12 inh: Primary qHTS assay for inhibitors of human arachidonate 12S-lipoxygenase (ALOX12): Round 2; Polyunsaturated fatty acid lipoxygenase ALOX12 (Homo sapiens), P18054; purified 12hLO, xylenol orange hydroperoxide absorbance; Potency, µM (top dose mostly 108 µM), inactives show at the top dose activity change, negative = inhibition, hits mostly inhibitors; 1.1% of 580,000 active; AID 1671190, 2021; also: potency is read from the fitted curve at half-maximal effect; % is scaled to controls: 0 for no effect and ±100 for the full control effect
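Hydroperoxide product was detected by ferrous iron/xylenol orange as the 573 to 405 nm absorbance ratio. Arachidonic acid at 40 uM (final) was turned over for 30 min at room temperature by 150 nM human 12hLO, pH 7.0 Hepes buffer, after 15 min compound preincubation.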
TRHR ag: qHTS for Small Molecule Agonists and Allosteric Enhancers of Human TRH Receptor: Primary Screen for Agonists | TRHR cells, calcium flux fluo-8, FDSS agonist mode | activation, % at 2 µM | 0.18% of 360,000 active | AID 493084, 2011; in the data active = activation above about 30%; also: 0% is about no effect
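Read-out: compound-evoked intracellular calcium rise in TRHR cells, fluo-8 dye, kinetic FDSS fluorescence at 1 s/cycle following a 10-cycle baseline. Cells cultured overnight before dye loading (30 min–1.5 h, RT).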
APE1 inh: qHTS Assay for Inhibitors of the Human Apurinic/apyrimidinic Endonuclease 1 (APE1); Potency, µM (highest dose often 65.8 µM), inactives show top-dose activity change, negative = inhibition, hits mostly inhibitors; DNA repair nuclease/redox regulator APEX1 (Homo sapiens), P27695; recombinant APE1, TAMRA/BHQ-2 abasic DNA cleavage fluorescence; 0.35% of 350,000 active;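 also: potency is read from the fitted curve at half-maximal effect; plate controls were vehicle for no effect and reference inhibitor for full effect; nearly all actives have a fitted effect of over 55% in size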
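Kinetic fluorescence read (525 ex/598 em nm, three reads 60 s apart) of AP-site incision; signal = third minus first read. Enzyme 0.75 nM, dual-labelled THF duplex 50 nM, compound preincubation 15 min RT.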
BLM inh: qHTS Assay for Inhibitors of Bloom's syndrome helicase (BLM). recombinant BLM DNA unwinding, fluorescence dequenching. Potency, µM (series often up to 56.1 µM), for inactives: top-dose activity change, negative = inhibition, hits mostly inhibitors. 0.2% of 350,000 active. AID 2528, 2010;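 also: potency is read from the fitted curve at half-maximal effect; plate controls were vehicle for no effect and no enzyme for full effect; nearly all actives have a fitted effect of over 35% in size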
Pol kappa inh: qHTS for Inhibitors of Polymerase Kappa; Potency, µM (highest dose often 107 µM), without a hit: at the highest dose activity, negative = inhibition, hits mostly inhibitors; purified Pol kappa, fluorescent DNA synthesis assay, 10 min; 0.53% of 400,000 active; DNA polymerase kappa (Homo sapiens), Q9UBT6; also: potency is read from the fitted curve at half-maximal effect; % is scaled to controls: 0 for no effect and ±100 for the full control effect
Target sequence (Q9UBT6 whole entry, looked up): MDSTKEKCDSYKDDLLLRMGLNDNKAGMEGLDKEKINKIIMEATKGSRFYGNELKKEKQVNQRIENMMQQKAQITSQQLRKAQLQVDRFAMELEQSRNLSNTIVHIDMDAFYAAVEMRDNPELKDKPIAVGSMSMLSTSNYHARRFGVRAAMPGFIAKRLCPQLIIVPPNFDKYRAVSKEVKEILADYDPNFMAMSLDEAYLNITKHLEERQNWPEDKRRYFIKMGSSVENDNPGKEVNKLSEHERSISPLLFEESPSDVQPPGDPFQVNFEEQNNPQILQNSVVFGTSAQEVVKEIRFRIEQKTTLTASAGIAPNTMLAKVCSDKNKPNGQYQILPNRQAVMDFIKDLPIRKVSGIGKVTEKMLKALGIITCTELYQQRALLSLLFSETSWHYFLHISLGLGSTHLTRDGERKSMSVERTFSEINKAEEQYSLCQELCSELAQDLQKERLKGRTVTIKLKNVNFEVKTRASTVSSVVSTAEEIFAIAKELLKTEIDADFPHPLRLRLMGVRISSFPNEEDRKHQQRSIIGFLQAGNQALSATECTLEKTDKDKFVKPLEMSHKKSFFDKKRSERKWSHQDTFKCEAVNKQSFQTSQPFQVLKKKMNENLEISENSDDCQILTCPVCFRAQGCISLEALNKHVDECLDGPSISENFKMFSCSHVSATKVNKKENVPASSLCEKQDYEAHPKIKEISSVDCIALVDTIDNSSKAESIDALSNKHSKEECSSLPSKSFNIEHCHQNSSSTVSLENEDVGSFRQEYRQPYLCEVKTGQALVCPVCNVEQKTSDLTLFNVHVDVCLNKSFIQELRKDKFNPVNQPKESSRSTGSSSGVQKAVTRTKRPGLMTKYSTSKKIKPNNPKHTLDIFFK
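Pol kappa 10 nM + cpd, 15 min RT; start w/ substrate 50 nM final; fluorescence kinetic read, 0 and 10 min. Neg ctrl: buffer, no enzyme.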
Anesthetic bind: qHTS Assay for Identification of Novel General Anesthetics. 0.074% of 350,000 active. Ferritin light chain (Equus caballus), P02791. apoferritin/1-aminoanthracene competitive binding, fluorescence. Potency, µM (doses to about 77.5 µM), without a hit: at the top dose activity change, negative = displacement, actives largely listed as inhibitors; also: potency is read from the fitted curve at half-maximal effect; % is scaled to controls: 0 for no effect and ±100 for the full control effect; nearly all actives have a fitted effect of over 20% in size
Target sequence (P02791 2-175 limits assumed): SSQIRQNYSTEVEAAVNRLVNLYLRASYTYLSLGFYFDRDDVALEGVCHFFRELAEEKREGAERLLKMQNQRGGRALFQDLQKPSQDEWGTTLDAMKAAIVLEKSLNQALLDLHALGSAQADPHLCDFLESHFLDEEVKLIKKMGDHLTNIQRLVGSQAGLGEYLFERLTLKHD
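Horse-spleen apoferritin (10 uM) in 50% saturated 1-aminoanthracene in PBS was incubated 10 min at room temperature with compound. Fluorescence (ex 380, em 535 nm) was normalized to free and bound 1-AMA, with concentration-response fitted by a four-parameter Hill equation.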
POLI inh: qHTS for Inhibitors of Polymerase Iota; DNA polymerase iota (Homo sapiens), Q9UNA4; Pol iota fluorescent replication assay, 10 min; Potency, µM (series often up to 115 µM), without a hit: at the highest dose activity, negative = inhibition, actives largely listed as inhibitors; 1% of 390,000 active; also: potency is read from the fitted curve at half-maximal effect
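Fluorescent replication assay read twice, at 0 min and 10 min after adding 50 nM (final) substrate. Enzyme (10 nM) and compounds were first incubated 15 min at room temperature; enzyme-free buffer wells were negative controls.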
ERG Ets-DNA blk: qHTS for Small Molecule Inhibitors of the ERG Ets/DNA interaction. Transcriptional regulator ERG (Homo sapiens), P11308. fluorescence polarization, His-ERG Ets domain / labelled DNA. Potency, µM (doses to about 76.9 µM), for the others: top-dose FP activity, negative = inhibition, most hits filed as inhibitors. 0.028% of 370,000 active. AID 624246, 2012; active = well fitted inhibition curve with a large enough effect in the polarisation, with a control signal flat; inconclusive = small, poorly fitted or top-dose-only effect, or effect the other way, or a change in a side signal; inactive = no such curve, though single readings can be large or run the other way; the % refers to the polarisation;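 also: polarization taken with two DNA probes labelled with fluorescein and Texas red; potency is read from the fitted curve at half-maximal effect; % of control where 0% means no effect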
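His-tagged ERG Ets domain (1 uM in the protein solution; 300mM KCl, 50mM Tris-HCl, 1mM EDTA, 1mM DTT, pH 7.5) received compound, then a probe mix of 5 nM fluorescein-DNA and 100nM Texas-615-DNA. Fluorescence polarization was read for both dyes.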
Starred values were filed as active, the others as inactive; u = inconclusive; x = no result given; & = joins results of further samples; [ ] = another dose, or the depositor's remark. Unless noted, calls follow the shape of the dose curve; as a rule, active = well fitted curve in the direction sought with a large enough effect; inconclusive = small, poorly fitted or top-dose-only effect, or another doubt; inactive = no such curve, though single readings can be large; an effect the other way counts as inactive or inconclusive. Some of the compounds tested; the hit share may differ from the screen's.

SMILES	Pol beta inh	ALOX12 inh	TRHR ag	APE1 inh	BLM inh	Pol kappa inh	Anesthetic bind	POLI inh	ERG Ets-DNA blk
Cc1ccc(CNC(=O)C(C)n2c(=O)cc(-c3ccccc3)c3c(C)nn(C)c32)cc1 (centres undefined)	-29%	u	-0.2	x	-3%	0%	-6%	14%	-4%
CCCCC(=O)NC1(C(F)(F)F)NC(=O)N(C)C1=O (centres undefined)	8%	0%	0.1	1%	1%	10%	-5%	32%	-1%
CN(NS(C)(=O)=O)c1c(C#N)c(C(F)(F)F)nn1C	1%	4%	0.3	-5%	-2%	-3%	-2%	29%	-3%
Cc1ccc(CNC(=O)Cn2c(=O)n(CC(=O)N3CCCCC3)c(=O)c3sccc32)cc1	-11%	4%	0.6	-1%	-4%	-1%	-13%	-12%	10%
CCN(CC)c1ccc(C(=O)c2ccccc2C(=O)O)c(O)c1	9%	u	-1.1	-1%	1%	-3%	0%	-8%	u
Cc1ccc(Nc2c(-c3ccc(Br)o3)nc3ccccn23)cc1	13%	-20%	-0.8	x	0%	12%	4%	2%	-1%
COc1cc(C2C3=C(COC3=O)Oc3cc4c(cc32)OCO4)ccc1OC(C)=O (centres undefined)	x	-20%	x	x	x	-6%	x	26%	-3%
Cc1cccc(/C=N/NC(=O)c2ccc3c(c2)OCCO3)c1O	-2%	-3%	-0.8	33%[activator]	-8%	x	-19%	x	x
CCCn1c(SCC(=O)NC2CCCCC2C)n[nH]c1=O (centres undefined)	35%	0%	-0.1	4%	1%	-3%	-10%	u	-4%
CC1Cc2nc(SCC(=O)Nc3ccc4c(c3)OCO4)n(-c3ccc(F)cc3)c(=O)c2S1 (centres undefined)	13%	10%	-0.1	-4%	-6%	6%	4%	0%	16%
COc1cccc2cc(C(=O)c3ccc([N+](=O)[O-])cc3)oc12	3%	-3%	-0.8	16%	1%	4%	-13%	37%[activator]	-120%
Cc1ccc(-n2nc(C)c(NS(=O)(=O)c3ccccc3)c2C)cc1C	-27%	-1%	-1.0	-4%	-7%	-1%	-24%	9%	-9%
Cn1cnc(S(=O)(=O)N2CCC(C(=O)NCc3ccccc3)CC2)c1	50%[activator]	-13%	-1.4	x	-2%	-10%[60.1 µM]	19%	-28%	-3%
CCCCN=C(C)c1c(O)c2ccccc2oc1=O	20%	84%[activator]	0.7	8%	3%	-8%	-13%	10%	-8%
CC(CC(=O)NCCc1ccc(S(N)(=O)=O)cc1)c1ccccc1 (centres undefined)	15%	17%	0.5	4%	-8%	-23%	1%	-23%	5%
CCN1CCN(C(=O)c2ccccc2N(Cc2ccccc2)S(=O)(=O)c2ccc(C)cc2)CC1	7%	0%	0.4	11%	1%	-2%	-14%	23%	-7%
O=C(NCc1ccc2c(c1)OCO2)c1ccc2c(c1)N(Cc1ccccc1F)C(=O)c1ccccc1S2=O (centres undefined)	11%	-3%	0.5	x	-6%	-8%	-4%	14%	4%
O=C1[C@@H]2[C@@H]3C[C@@H]([C@H]4ON=C(c5ccc(Cl)cc5)[C@@H]34)[C@@H]2C(=O)N1c1ccc2c(c1)OCO2	8%	1%	0.4	0%	-6%	-13%	-17%	3%	3%
CCN(CC)CCCNC(=O)c1cc2c(=O)n(CC)c3ccccc3c2s1	34%	-22%	0.4	-20%	48%[activator]	14%	5%	47%[activator]	-12%
CCC(C)C(NC(=O)/C(=C\c1ccccc1)NC(=O)c1ccc(OC)cc1)C(=O)O (centres undefined)	12%	-3%	1.5	1%	-1%	-5%	-1%	87%[activator]	0%
CCOC(=O)C1CCCN(c2c(N3CCOCC3)c(=O)c2=O)C1 (centres undefined)	28%	-1%	-0.3	-1%	-3%	0%	1%	-2%	2%
O=C(CCCCCn1c(=S)[nH]c2ccc(Br)cc2c1=O)NCC1CCCO1 (centres undefined)	0%	-19%	-0.7	2%	-3%	1%	-13%	25%	3%
O=C(CN1CCN(Cc2ccccc2Cl)C1=O)N1CCCCCC1	-2%	-24%	0.1	1%	-1%	-4%	-12%	8%	-6%
COc1ccc(OC)c(-c2csc(NC(=O)CSCc3c(C)noc3C)n2)c1	x	-25%	0.2	-21%	x	-19%	x	-3%	2%
Cc1cccc2sc(N(Cc3cccnc3)C(=O)COc3ccccc3)nc12	-11%	-26%	0.8	x	-9%	-9%[60.1 µM]	71%[activator]	-9%	-1%
SMILES	Pol beta inh	ALOX12 inh	TRHR ag	APE1 inh	BLM inh	Pol kappa inh	Anesthetic bind	POLI inh	ERG Ets-DNA blk
CCc1nn2c(N3CCOCC3)cc(C)nc2c1-c1ccc(F)cc1	0%	2%	0.5	4%	-7%	4%	66%[activator]	10%	7%
COc1ccc(CCN2C(=O)CC(Sc3ncccc3C(=O)O)C2=O)cc1OC (centres undefined)	9%	u	-0.3	-4%	-1%	0%	-8%	1%	-12%
O=C1c2ccccc2C(=O)N1CC1c2ccccc2CCN1S(=O)(=O)c1cnc[nH]1 (centres undefined)	1%	-8%	0.2	2%	3%	-19%	-6%	8%	-4%
CC1(C)CC(NC(=O)C23CCC(C)(C(=O)C2=O)C3(C)C)CC(C)(C)N1 (centres undefined)	21%	u	0.4	-3%	-2%	-22%	-4%	-8%	-5%
CCOc1cc(C(=O)Nc2ccc(N3CCN(C(C)=O)CC3)cc2)cc(OCC)c1OCC	2%	7%	-0.9	23%	-7%	4%	-12%	23%	2%
COCCNC(=O)C(OC(=O)C1=Cc2ccccc2OC1)C(C)C (centres undefined)	47%	-4%	-1.0	3%	-7%	12%	-12%	18%	u
O=C(Nc1ccc2c(c1)OCCO2)c1ccncc1	17%	-6%	-0.2	0%	0%	-7%	-7%	17%	1%
C#CCOCCOCCOCCNc1nc(N2CCOCC2)nc(N2CCN(C(=O)[C@H](CC(N)=O)n3cc([C@@H](N)C(C)C)nn3)CC2)n1	x	-19%	x	0%	x	-2%	x	-18%	-3%
Cc1c(Cl)cccc1N(Cc1ccc(C(=O)O)cc1)S(=O)(=O)c1ccccc1	-22%	-7%	0.6	6%	0%	-6%	-5%	6%	-8%
COc1cc(NC(=O)c2cc(-c3ccc4c(c3)OCO4)on2)cc(OC)c1OC	97%&-7%	-1%&-6%	-0.1&0.4	12%	-9%&-9%	3%&8%	8%&37%	6%&11%	12%&-3%
CCN(Cc1ccccc1)C(=O)CCS(=O)(=O)c1cc(Br)cc2c1N(C(=O)C1CC1)CC2	13%	-27%	-0.3	x	1%	3%	-6%	u	-2%
COC(=O)c1ccc(NC(=O)c2ccc3nccnc3c2)cc1	0%	-2%	0.9	13%[12.4 µM]	-1%	-3%	-8%	-7%	6%
O=C1c2ccccc2C(=O)C2OC12 (centres undefined)	71µM*	x	1.5	5%	-20%	x	-7%	x	x
COc1ccc(Cc2nnc(NC(=O)c3ccc(OC)c(OC)c3)s2)cc1OC	6%	1%	0.7	0%	-2%	0%	u	6%	-1%
Cc1ccc(CNS(=O)(=O)c2ccc(-c3cnc(C4CC4)o3)cc2)cc1	3%&2%	-13%&-15%	0.0&-0.3	-26%	-6%&-7%	-7%	-18%&-13%	-28%&-3%	18%&-3%
CCN1C(=O)N(c2ccc(C(C)=O)cc2)S(=O)(=O)c2ccccc21	1%&3%	u	0.1&-0.7	50%	-3%&-2%	2%	1%&-11%	32%[activator]	1%&1%
COc1ccccc1-c1ccc(SCC(=O)NCc2ccc3c(c2)OCO3)nn1	35%	-6%	-1.2	-2%	-5%	-2%	-16%	24%	5%
COc1ccc(-c2sc(Nc3ccccc3)n[n+]2-c2ccc(F)cc2)c(C)c1C	-1%	u	-0.3	19%	-2%	4%	-15%	-20%	13%
O=C(CN1C(=O)c2ccccc2S1(=O)=O)NCCSCc1cccc(Cl)c1	-1%	-14%	-0.8	29%	-8%	-16%	-3%	16%	-1%
CC(COc1ccc(C(C)C)cc1)NC(=O)c1ccc(Br)o1 (centres undefined)	-10%	8%	0.0	u	-10%	x	-11%	x	x
Cc1nn(C)c(C)c1/C=N/NC(=O)CCn1cc([N+](=O)[O-])cn1	11%	-6%	-0.8	-1%	-5%	1%	-19%	21%	-2%
COc1cccc(NC(=S)N(CCN(C)C)Cc2cccs2)c1	2%	13%	0.1	1%	0%	-6%	-13%	112%[activator]	0%
CCCCN1C(=O)CCC(C(=O)O)C1c1ccc(OC)cc1 (centres undefined)	-1%	3%	0.4	20%	3%	-1%	7%	60%[activator]	11%

Some of these compounds in order of SMILES length, low to high.
SMILES	Pol beta inh	ALOX12 inh	TRHR ag	APE1 inh	BLM inh	Pol kappa inh	Anesthetic bind	POLI inh	ERG Ets-DNA blk
Cc1nn(C)c(C)c1/C=N/NC(=O)CCn1cc([N+](=O)[O-])cn1	11%	-6%	-0.8	-1%	-5%	1%	-19%	21%	-2%
Cc1ccc(CNC(=O)C(C)n2c(=O)cc(-c3ccccc3)c3c(C)nn(C)c32)cc1 (centres undefined)	-29%	u	-0.2	x	-3%	0%	-6%	14%	-4%
CCN(Cc1ccccc1)C(=O)CCS(=O)(=O)c1cc(Br)cc2c1N(C(=O)C1CC1)CC2	13%	-27%	-0.3	x	1%	3%	-6%	u	-2%

Screening results: PubChem, National Center for Advancing Translational Sciences (NCATS)
